PKA-R2B act – activates the human PKA-R2B holoenzyme complex; P22694+P31323; PKA-R2B holoenzyme dissociation, Cy5-IP20 fluorescence polarization; R2B truncated from residue 108, S112A mutant; 0% DMSO only, 100% 113 µM cGMP; activation, % at 11.4 µM; 340,000 compounds, 0.079% hits; AID 504700;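 active = activation above a cutoff set at the mean over all compounds plus 3 SD, cut at about 18% in these data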;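 note: higher means more holoenzyme dissociation and a rise in polarization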
Arr AP2 block – human beta-arrestin and AP2 interaction inhibition; FITC-arrestin peptide / GST-AP2 beads, flow cytometry; AP2 beta2 appendage carries R879A mutation; inhibition, % at 10 µM; 340,000 compounds, 0.31% hits;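 active = inhibition above a set limit, near 3 SD of compounds lacking own fluorescence, cut at about 54% in these data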;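 note: plate controls were DMSO wells for no effect and 5 µM unlabelled arrestin peptide for full effect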
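Test system: GST-tagged AP2 beta2-adaptin appendage (R879A) on 4 µm glutathione beads; also added: fluorescein-tagged arrestin peptide at 50 nM final; timing: 12 min plus 1 h, RT; signal: flow cytometry, FL1 (488/535 nm); read-out: percent drop in bead-associated FITC signal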
MOR-DOR ag – agonists of human mu-delta opioid receptor heterodimerization | P35372+P41143 | cells, OPRM1-OPRD1 heterodimerization, luminescence | activation, % at 9.3 µM | 340,000 compounds, 0.3% hits | AID 504326; in the data active = activation above about 18%;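 note: 0% = vehicle-treated cells and 100% = reference agonist; values of inactives mirror those of a sister screen read the other way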
Target sequence (P35372 whole entry, looked up): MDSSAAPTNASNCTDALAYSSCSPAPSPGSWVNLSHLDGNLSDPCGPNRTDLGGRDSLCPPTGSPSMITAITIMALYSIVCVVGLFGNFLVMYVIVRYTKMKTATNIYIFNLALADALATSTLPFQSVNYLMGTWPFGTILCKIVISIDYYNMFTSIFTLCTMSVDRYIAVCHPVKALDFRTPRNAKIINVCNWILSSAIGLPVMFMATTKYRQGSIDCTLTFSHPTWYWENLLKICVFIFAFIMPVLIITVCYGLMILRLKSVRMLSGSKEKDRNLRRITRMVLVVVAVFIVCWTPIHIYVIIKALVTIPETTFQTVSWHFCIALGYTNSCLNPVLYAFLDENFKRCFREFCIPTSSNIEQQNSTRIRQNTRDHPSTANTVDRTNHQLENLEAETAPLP
Target sequence (P41143 whole entry, looked up): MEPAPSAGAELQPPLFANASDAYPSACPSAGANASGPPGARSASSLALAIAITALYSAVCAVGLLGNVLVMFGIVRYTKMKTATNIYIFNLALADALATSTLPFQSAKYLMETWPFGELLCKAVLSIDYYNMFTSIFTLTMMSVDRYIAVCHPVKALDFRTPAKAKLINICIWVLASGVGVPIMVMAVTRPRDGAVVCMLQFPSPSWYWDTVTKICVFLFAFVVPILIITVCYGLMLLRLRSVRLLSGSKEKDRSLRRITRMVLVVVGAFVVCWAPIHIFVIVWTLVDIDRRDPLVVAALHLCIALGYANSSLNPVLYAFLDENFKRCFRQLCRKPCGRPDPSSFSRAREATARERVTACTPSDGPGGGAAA
PKA-R1A act – PKA-R1A complex activation; P00514+P68181; PKA-R1A dissociation, Cy5-IP20 fluorescence polarization; scaled: DMSO 0%, 113 µM cGMP 100%; activation, % at 11.4 µM; 340,000 compounds, 0.083% hits;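 active = percent activation above the mean of all tested compounds plus 3 SD, cut at about 19% in these data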;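 note: higher means more PKAc released from R1A so a rise in polarization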
DSG3 Ab inh – inhibitors of pemphigus antibody binding to human desmoglein-3 | 310,000 compounds, 0.48% hits | P32926 | binding (percent of control), % at 10 µM | DSG3-coupled beads, scFv-anti-DSG3-GFP binding, flow cytometry; active compounds read low;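 active = binding more than 3 SD below its plate's average and above zero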;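 note: hits lower antibody fragment binding to DSG3; some compounds called inactive have numbers as strong as hits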
MOR-DOR inv ag – inverse agonist of human OPRM1-OPRD1 heterodimerization | P35372+P41143 | inhibition, % at 9.3 µM | 340,000 compounds, 0.21% hits | cell-based MOR-DOR heterodimer luminescence, inverse agonism; in the data active = inhibition above about 22%, passing the limit was not always enough;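 note: 0% = cells with DMSO and 100% = wells without cells with DMSO; values of inactives mirror those of a sister screen read the other way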
DAGLB inhibitor – diacylglycerol lipase beta (human) inhibition | AID 504411 | inhibition, % at 5.17 µM | Q8NCG7 | HEK293T DAGLB membrane lysate, EnzChek fluorogenic substrate | 340,000 compounds, 0.059% hits; in the data active = inhibition above about 34%;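 note: 0% = enzyme with vehicle and 100% = wells lacking enzyme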
HTR5A inv ctr – counter-screen for OPRM1-OPRD1 inverse agonists: human HTR5A inverse agonism. 340,000 compounds, 0.083% hits. AID 504634. P47898. HTR5A cell line, luminescence. inhibition, % at 9.3 µM; in the data active = inhibition mostly above about 23%, no sharp cut-off; inactive = mostly below about 18%;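 note: 0% = cells with DMSO and 100% = no-cell wells with DMSO; some compounds called inactive have numbers as strong as hits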
V-ATPase pHluor – yeast V-ATPase proton transport regulation by pHLuorin; 350,000 compounds, 0.37% hits; S. cerevisiae, pHLuorin cytosolic pH fluorescence; response, % at 10 µM; in the data active = response mostly above about 7.3%, no sharp cut-off; inactive = mostly below about 5.4%; note: actives read high; inactives centre near 0; some compounds called inactive have numbers as strong as hits; reference of the scale not given here
HTR5A ag – HTR5A agonism, opioid heterodimer counter-screen; activation, % at 9.3 µM; AID 504692; P47898; HTR5A agonist assay, luminescence, cell-based; 340,000 compounds, 0.61% hits; in the data active = activation mostly above about 9.5%, no sharp cut-off; inactive = mostly below about 7.6%;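 note: 0% = cells with vehicle only and 100% = reference agonist; strong numbers were not always called active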
Active calls of the source: *; . = not tested or not shown.

SMILES | PKA-R2B act | Arr AP2 block | MOR-DOR ag | PKA-R1A act | DSG3 Ab inh | MOR-DOR inv ag | DAGLB inhibitor | HTR5A inv ctr | V-ATPase pHluor | HTR5A ag
Cc1ccc(C2=NNC(C(O)C(O)C(O)C(C)O)S2)cc1 (stereo unspecified) | -2 | 7 | -0.6 | 6 | 94 | 4 | 1 | 20 | 15 | -2
O=C(c1ccccc1-n1cccc1)N1N=C(C(F)F)CC1(O)C(F)F (stereo unspecified) | -18 | 7 | 0.6 | -12 | 101 | -4 | -3 | 1 | 1 | 0
CN(C)C(C)(C)/C=C/C(O)(c1ccccc1)c1ccccc1 | 5 | -2 | -2.5 | 7 | 106 | 13 | -1 | -37 | 0 | 4
O=[N+]([O-])c1ccccc1OCCCN1CCc2ccccc2C1 | -5 | 36 | -1.6 | -10 | 114 | 8 | 0 | -24 | 0 | 7
COc1ccc(OC)c(CCNC(=O)Cn2nc(C)c3c(C)n(-c4ccc(C)cc4)nc3c2=O)c1 | -14 | -2 | -0.5 | 1 | . | 3 | 4 | -13 | -3 | 2
CSc1nc(N)nc(SC2C=CCCC2)c1C#N (stereo unspecified) | -6 | -5 | 2.5 | -10 | 82 | -14 | -8 | 10 | 2 | 2
CC(C)NC(=O)c1ccc(C2SCC(=O)N2Cc2ccccc2)cc1 (stereo unspecified) | -4 | 27 | -1.5 | -1 | 107 | 8 | 0 | -11 | -6 | 4
O=C(NCC(c1cccs1)N1CCOCC1)c1ccc(OCc2ccccc2)cc1 (stereo unspecified) | -1 | 6 | -3.1 | -8 | 95 | 12 | -2 | 8 | 1 | 2
CC(C)(C)OC(=O)NNC(=S)NC1CCCCC1 | -9 | 11 | -2.2 | -9 | 110 | 11 | 2 | -18 | 4 | 10
CC(C)Cc1ccc(C(C)/C=C2/CCC(CN3CCCCC3)C2=O)cc1 (stereo unspecified) | 1 | 8 | -1.3 | 3 | . | 6 | 3 | -10 | 2 | 3
COc1ccc(CCC(=O)NNC(=O)c2cccs2)cc1 | -15 | -18 | -2.6 | -7 | 99 | 10 | 0 | 4 | 2 | 5
O=C(CC1N=C2c3ccccc3N=C(SCc3ccc(F)cc3)N2C1=O)NCc1ccco1 (stereo unspecified) | -8 | 3 | 0.6 | 2 | . | -3 | -1 | 10 | 4 | -4
CC(=O)c1c(C(C)=O)c(C)n(-c2cccc3cccnc23)c1C | 0 | -19 | -2.7 | 18 | . | 12 | -3 | 3 | -6 | 5
O=C(CN1CCCCC1)NCCNC(=O)CN1CCCCC1 | -7 | -2 | -1.7 | 8 | 104 | 10 | 2 | 2 | 2 | -1
C/C(N)=C(/C#N)C(=O)CSc1cc(Cl)ccc1Cl | -1 | -3 | -1.4 | -11 | 103 | 7 | -3 | -5 | 1 | 1
CCCN1CCN(C(=O)Nc2ccc(OCC)cc2)CC1 | 2 | -3 | -4.8 | -2 | 98 | 22 | -1 | 6 | -5 | -2
Cc1nc(Nc2ccc(Cl)c(Cl)c2)sc1C(/C=C/c1ccc2c(c1)OCO2)=NNc1ccc([N+](=O)[O-])cc1[N+](=O)[O-] | -3 | -6 | -1.8 | -7 | 78 | 8 | 3 | -3 | 7 | 1
N#CC1=C(N)C(C#N)(C#N)C(c2cccnc2)C2COCC=C12 (stereo unspecified) | -6 | -4 | -2.1 | -4 | 103 | 13 | 3 | -10 | -3 | -2
Nc1ncnc2c1ncn2[C@@H]1O[C@H](CNC(=O)[C@@H]2CCC(=O)N2)[C@@H](O)[C@H]1O | -11 | -6 | -3.3 | -4 | 101 | 16 | -2 | 0 | 1 | 0
O=C1NCCCCC1NS(=O)(=O)c1cccc2ccccc12 (stereo unspecified) | -1 | -9 | -1.9 | -10 | 97 | 9 | 0 | 2 | 1 | 0
CC(Sc1nc(-c2ccccc2)cs1)C(=O)Nc1ccc(Cl)cn1 (stereo unspecified) | 0 | 27 | 0.7 | -7 | 99 | -4 | -7 | -2 | -2 | 1
Cn1nnnc1Sc1ncnc2scc(-c3cccc4c3sc3ccccc34)c12 | -5 | 3 | -0.5 | -7 | 101 | 3 | 5 | 7 | 2 | -6
CCOc1cc(/C=N\n2nnnc2N)ccc1O | 5 | -4 | -4.2 | -4 | 105 | 21 | 4 | -3 | 3 | 1
CCOC(=O)c1cnc(Nc2nc3ccccc3o2)nc1CN1CCN(C)CC1 | -1 | -5 | 4.3 | -11 | . | -22 | 2 | -10 | -2 | -1

Reprinted from the part before: 4 compounds, followed by the next part.
SMILES | PKA-R2B act | Arr AP2 block | MOR-DOR ag | PKA-R1A act | DSG3 Ab inh | MOR-DOR inv ag | DAGLB inhibitor | HTR5A inv ctr | V-ATPase pHluor | HTR5A ag
CC(Sc1nc(-c2ccccc2)cs1)C(=O)Nc1ccc(Cl)cn1 (stereo unspecified) | 0 | 27 | 0.7 | -7 | 99 | -4 | -7 | -2 | -2 | 1
Cn1nnnc1Sc1ncnc2scc(-c3cccc4c3sc3ccccc34)c12 | -5 | 3 | -0.5 | -7 | 101 | 3 | 5 | 7 | 2 | -6
CCOc1cc(/C=N\n2nnnc2N)ccc1O | 5 | -4 | -4.2 | -4 | 105 | 21 | 4 | -3 | 3 | 1
CCOC(=O)c1cnc(Nc2nc3ccccc3o2)nc1CN1CCN(C)CC1 | -1 | -5 | 4.3 | -11 | . | -22 | 2 | -10 | -2 | -1
O=C1CSC(c2cccnc2)N1Cc1ccc(Cl)cc1 (stereo unspecified) | -15 | 33 | -2.0 | -1 | 96 | 10 | -4 | 11 | -2 | 7
CC(C)(C)NC(=S)NNC(=O)c1ccc2ncccc2c1 | -9 | 9 | -5.1 | 4 | 96 | 24 | -1 | 17 | 2 | -6
Cc1cccc(-n2c(=S)[nH]c3sc4c(c3c2=O)CCc2ccccc2-4)c1 | -10 | 35 | -0.2 | -5 | 87 | 1 | 6 | -3 | 1 | 1
CCCn1c(=O)c(C(=O)Nc2ccccc2C(=O)OC)c(O)c2ccccc21 | 1 | 1 | 0.5 | 2 | 100 | -3 | -2 | -37 | 6 | -2
CC1=Nn2c(nnc2-c2cc(-c3ccccc3)n[nH]2)SC1 | -8 | 3 | 1.6 | 0 | . | -7 | 1 | 5 | -2 | 0
O=c1cc(SCc2ccccc2)nc[nH]1 | -1 | 2 | -2.3 | 4 | 88 | 12 | 1 | 18 | -1 | -5
CC(C)(C)N1CSC(=S)N(Cc2ccccc2)C1 | 5 | -4 | -0.7 | 2 | 119 | 3 | -1 | 2 | 0 | -1
CC(=O)Nc1ccc(S(=O)(=O)NC2(C(F)(F)F)NC(=O)N(c3ccc(C)cc3)C2=O)cc1 (stereo unspecified) | 0 | -1 | -2.0 | -17 | 84 | 11 | 4 | 2 | -5 | 1
CN(C(=O)CN1C(=O)NC2(CCCc3ccccc32)C1=O)C1CCCCC1 (stereo unspecified) | -3 | -6 | -2.4 | 6 | 108 | 10 | 1 | -3 | -5 | 2
CN(C)/C=C(\C=N\OCc1ccc(Cl)cc1Cl)C(=O)Nc1ccc(Cl)c(Cl)c1 | -5 | -3 | -1.6 | 1 | 98 | 8 | -11 | 8 | 0 | -2
O=C(NC(=S)NCCC1=CCCCC1)c1cccnc1 | 5 | 3 | 1.7 | 0 | . | -8 | -12 | 10 | 3 | -3
C[n+]1cccc(C(=O)[O-])c1 | -5 | 19 | -0.6 | -3 | 95 | 4 | 0 | 21 | 3 | 9
Cc1ccc(C)c(C(C)NC(=O)C2CCCO2)c1 (stereo unspecified) | -10 | -23 | -2.3 | -14 | 106 | 12 | 1 | -3 | -9 | 1
CCOC(=O)c1sc(NC(=O)c2cccs2)nc1C | 6 | 8 | -1.3 | -4 | 124 | 8 | -4 | 13 | 3 | 1
Cc1c(N=Cc2ccc(Cl)o2)c(=O)n(-c2ccccc2)n1C | -4 | 8 | -1.9 | -1 | 99 | 10 | 1 | 1 | 1 | 1
CCOC(=O)c1sc(N)c(C#N)c1COC(=O)CNC(=O)c1cc(OC)c(OC)c(OC)c1 | 3 | 27 | -3.5 | -9 | 101 | 17 | -5 | 2 | -1 | -1
O=C(CC(SCc1ccco1)c1ccc(O)cc1)c1cccs1 (stereo unspecified) | -4 | 5 | -1.1 | -8 | 105 | 5 | 2 | -5 | -2 | 0
Cc1nnc(SCc2ccccc2CSc2nnc(C)s2)s1 | -6 | -14 | -2.1 | -6 | 111 | 11 | 0 | -73 | -4 | -3
CC1=NN(c2nc3ccccc3[nH]2)C(=O)/C1=C/N(C)C | 4 | -40 | -2.2 | -1 | 109 | 10 | 2 | 12 | 1 | -4
COc1cc(Cl)c(C)cc1NC(=O)COC(=O)CCc1nc2ccccc2c(=O)[nH]1 | -20 | -17 | -1.3 | -7 | 102 | 8 | 2 | -10 | 1 | 4
CC(=O)C1=C(C)N=c2s/c(=C/c3ccc4c(c3)OCO4)c(=O)n2C1c1ccc(N(C)C)cc1 (stereo unspecified) | -10 | -1 | -1.9 | -15 | 92 | 10 | 3 | 11 | 1 | 5
Cc1nc(-c2ccccc2)sc1C(=O)/C=C/N(C)C | 0 | -3 | -3.0 | -3 | 98 | 15 | -1 | -30 | -1 | -3
Cc1cc(-c2ccc(Cl)cc2)n2nc(C)cc2n1 | 6 | 11 | 1.2 | 4 | 92 | -6 | -2 | -16 | 2 | 4
COc1ccccc1C1=CC(=O)C[C@H](c2ccc3c(c2)OCO3)C1 | 1 | 8 | 2.0 | 3 | 102 | -11 | -6 | 4 | -1 | 5
CCOc1c2ccc(C(=O)NCc3ccc(OC)cc3)cc2nn1CCOC | -3 | 6 | -2.6 | 0 | . | 15 | 0 | 7 | 0 | -3
Oc1ccc2ccccc2c1/C=N/n1cnnc1 | 12 | 7 | -0.6 | 19* | 99 | 3 | 1 | 6 | 0 | -3
Cn1c(N)c(C(=O)COC(=O)COc2ccccc2Cl)c(=O)n(C)c1=O | 4 | 6 | -1.2 | -10 | 99 | 7 | -1 | -9 | 3 | 3
CN(CC(=O)Nc1ccc(F)cc1)C(=O)CN1C(=O)NC2(CCCCC2)C1=O | -3 | -5 | -1.4 | 0 | 97 | 7 | 2 | -8 | 4 | 2
COc1ccc(-c2noc(-c3ccc(Cl)cc3[N+](=O)[O-])n2)cc1OC | 4 | 0 | 5.8 | -5 | . | -30 | -1 | -9 | 1 | 4
O=C(CSc1nc2[nH]ncc2c(=O)[nH]1)N1CCCC1 | -7 | 2 | -0.8 | -11 | 74 | 4 | 2 | 19 | 5 | -2
COC(=O)c1c(NC(C)=O)sc2c1CCCC2 | -11 | 15 | -1.3 | 1 | 103 | 5 | -2 | 11 | 0 | -1
O=C(/C=C/c1cccc([N+](=O)[O-])c1)N(c1ccccn1)c1ccccn1 | -3 | -2 | 0.0 | 3 | 100 | 0 | -2 | 1 | -2 | 0
CCOC(=O)c1ccc(NS(=O)(=O)c2cc(-c3nnnn3CC)ccc2OC)cc1 | 14 | 0 | 2.4 | 0 | 100 | -12 | -2 | -41 | -2 | 16*

Source: PubChem (several laboratories)
